# B2AR arrestin = qHTS assay of beta-arrestin-biased ligands of beta2-adrenergic receptor; Beta-2 adrenergic receptor (Homo sapiens), P07550; beta-arrestin recruitment to beta2AR, cell-based reporter; 330,000 compounds, 0.02% hits; AID 492947, 2010; Potency, µM (top dose mostly 46.1 µM), for the others: at the highest dose activation, most hits filed as activators;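 further: potency means the concentration at half of the fitted maximal effect; 0% = DMSO controls and full agonism = EC100 isoproterenol or metaproterenol; nearly all actives have a fitted effect of over 65% in size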
# Chronic BCR inh = qHTS Assay to Find Inhibitors of Chronic Active B-Cell Receptor Signaling | ABC-DLBCL IkBa-CBG/CBR reporter, luminescence ratio, 4 h | Potency, µM (titrated, usually from 46.1 µM), for inactives: top-dose ratio change, negative = lower green/red ratio, hits mostly inhibitors | 340,000 compounds, 0.05% hits; active means well fitted inhibition curve with a large enough effect in the signal ratio, with a control signal flat, not every such curve was filed as active; inconclusive means small, poorly fitted or top-dose-only effect, or effect the other way, or a change in a side signal; the % refers to the signal ratio;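 further: potency means the concentration at half of the fitted maximal effect; plate controls were basal doxycycline-induced cells for no effect and cells given 10 µM MG132 for full effect; MG132 reads +100%, hits lower the ratio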
#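 Doxycycline induced both beetle luciferases in TMD8 lymphoma cells; IKK-driven degradation limits the IkappaBalpha-fused green signal, while red luminescence normalises for cell number and nonspecific effects. Compounds tested up to 46 uM, 4 hrs.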
# uPA generation = qHTS for Inhibitors of Cell Surface uPA Generation; cell surface uPA generation assay, qHTS; Potency, µM (doses to about 38.3 µM), for inactives: at the highest dose activity change, negative = inhibition, usual class: inhibitors; 330,000 compounds, 0.31% hits; active means well fitted inhibition curve with a large enough effect; inconclusive means small, poorly fitted or top-dose-only effect; inactive means no such curve, though single readings can be large or run the other way; tested in mouse RAW 264.7 cells; further: potency means the concentration at half of the fitted maximal effect; on the % scale 0 is the no-effect control and ±100 the full control effect; nearly all actives have a fitted effect of over 55% in size
# PTAP TSG101 blk = qHTS Assay for Iinhibitors of HIV-1 Budding by Blocking the Interaction of PTAP/TSG101. Tumor susceptibility gene 101 protein (Homo sapiens), Q99816. Fluorescence polarization, FITC-PTAP peptide / Tsg101 binding. Potency, µM (top dose mostly 115 µM), without a hit: at the top dose activity change, negative = inhibition, usual class: inhibitors. 340,000 tested, under 10 active. AID 493005, 2010; active means well fitted inhibition curve with a large enough effect in the main read-out, with a control signal flat, not every such curve was filed as active; inconclusive means small, poorly fitted or top-dose-only effect, or effect the other way, or a change in a side signal; inactive means no such curve, though single readings can be large or run the other way; further: potency means the concentration at half of the fitted maximal effect; % of control where 0% means no effect
#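 Compounds were pin-transferred onto Tsg101 binding domain (10 uM final) in HEPES pH 7.5 buffer, then FITC-PTAP peptide was added at 50 nM final. After 20 min at RT, polarization reported peptide displacement across a qHTS concentration series.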
# Mito fusion yeast = qHTS Assay for Small Molecule Inhibitors of Mitochondrial Division or Activators of Mitochondrial Fusion; S. cerevisiae fusion-defective mutant growth rescue, CellTiterGlo 48 h; Potency, µM (top dose mostly 46.1 µM), without a hit: at the highest dose growth rescue (activation), most hits filed as activators; 320,000 compounds, 0.23% hits; AID 485298, 2010;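 further: potency means the concentration at half of the fitted maximal effect; % of control where 0% means no effect; nearly all actives have a fitted effect of over 45% in size; temperature-sensitive fusion mutants such as fzo1-1 at 37 °C on non-fermentable ethanol glycerol medium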
#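 S. cerevisiae fusion-defective temperature-sensitive mutants (e.g. fzo1-1, mgm1-5) grown 48 h at 37C in YPEG (ethanol/glycerol non-fermentable) medium with 23 nl compound per well; growth rescue read as CellTiterGlo luminescence.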
# Tb PFK block = qHTS Assay to Find Inhibitors of T. brucei phosphofructokinase | Potency, µM (titrated, usually from 57.5 µM), inactives show top-dose activity, negative = inhibition, usual class: inhibitors | T. brucei PFK, ADP-Glo luminescence | ATP-dependent 6-phosphofructokinase (Trypanosoma brucei brucei), O15648 | 330,000 compounds, 0.17% hits;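 further: potency means the concentration at half of the fitted maximal effect; 0% = uninhibited 1x PFK enzyme wells and -100% = no-enzyme wells; nearly all actives have a fitted effect of over 60% in size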
# Target sequence (O15648 whole entry, looked up): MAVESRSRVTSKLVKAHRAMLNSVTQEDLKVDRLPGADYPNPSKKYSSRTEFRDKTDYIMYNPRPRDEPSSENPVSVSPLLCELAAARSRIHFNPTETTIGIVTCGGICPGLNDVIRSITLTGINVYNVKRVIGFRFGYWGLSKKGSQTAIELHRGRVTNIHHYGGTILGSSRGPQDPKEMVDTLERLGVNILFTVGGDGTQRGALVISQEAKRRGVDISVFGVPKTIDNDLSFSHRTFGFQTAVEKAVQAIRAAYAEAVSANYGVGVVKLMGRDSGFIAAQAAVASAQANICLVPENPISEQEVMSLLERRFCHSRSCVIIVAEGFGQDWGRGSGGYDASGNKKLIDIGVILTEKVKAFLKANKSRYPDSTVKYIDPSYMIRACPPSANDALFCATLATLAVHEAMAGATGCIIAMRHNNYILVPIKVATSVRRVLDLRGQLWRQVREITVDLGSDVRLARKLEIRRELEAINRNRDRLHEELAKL
#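 1.25 nM PFK with 0.5 mM F6P and 0.1 mM ATP in 0.1 M TEA pH 8.0, 5 mM MgCl2, incubated 45 min at room temperature; ADP measured by ADP-Glo luminescence; compounds titrated up to 57 uM.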
# Eya2 inh = qHTS Assay for Inhibitors of the Phosphatase Activity of Eya2 | 330,000 compounds, 0.006% hits | AID 488837, 2010 | recombinant Eya2, OMFP fluorescence dephosphorylation (OMFP is methylfluorescein phosphate) | Potency, µM (highest dose often 76.9 µM), for inactives: at the top dose activity, negative = inhibition, most hits filed as inhibitors | Protein phosphatase EYA2 (Homo sapiens), O00167; further: potency means the concentration at half of the fitted maximal effect; on the % scale 0 is the no-effect control and ±100 the full control effect
#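 Eya2 (0.2 uM) preincubated 10 min at ambient with compound, then OMFP substrate added at 50 uM; 10 min reaction in 50 mM HEPES pH 7.5, 50 mM NaCl, 5 uM MgCl2, 0.05% BSA, 1 mM DTT. Fluorescence read at Ex 485/Em 525 nm.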
# TCR act = Activators of T cell receptors: qHTS campaign; AID 504894, 2011; primary human leukocytes, anti-CD3, IL-2 HTRF, 48 h; Potency, µM (titrated, usually from 9.22 µM), for the others: at the highest dose activation of IL-2 secretion, most hits filed as activators; 330,000 tested, under 10 active; further: % of control where 0% means no effect
#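 Using a-CD3 beads without co-stimulation, primary human leukocytes were exposed to compounds for 48 hr. An HTRF IL-2 kit measured the cytokine, with europium-to-d2 energy transfer producing emission at 665nm upon 320nm excitation.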
# USP2a inh = qHTS Assay for Inhibitors of Ubiquitin-specific Protease USP2a Using CHOP2 as the Reporter. Potency, µM (doses to about 38.3 µM), without a hit: at the highest dose activity change, negative = inhibition, usual class: inhibitors. 330,000 compounds, 0.01% hits. Ubiquitin carboxyl-terminal hydrolase 2 (Homo sapiens), O75604. USP2 core, Ub-CHOP2 coupled fluorogenic reporter, 485/531;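 further: potency means the concentration at half of the fitted maximal effect; plate controls were DMSO wells for no effect and full inhibition by NEM control for full effect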
# Target sequence (O75604 whole entry, looked up): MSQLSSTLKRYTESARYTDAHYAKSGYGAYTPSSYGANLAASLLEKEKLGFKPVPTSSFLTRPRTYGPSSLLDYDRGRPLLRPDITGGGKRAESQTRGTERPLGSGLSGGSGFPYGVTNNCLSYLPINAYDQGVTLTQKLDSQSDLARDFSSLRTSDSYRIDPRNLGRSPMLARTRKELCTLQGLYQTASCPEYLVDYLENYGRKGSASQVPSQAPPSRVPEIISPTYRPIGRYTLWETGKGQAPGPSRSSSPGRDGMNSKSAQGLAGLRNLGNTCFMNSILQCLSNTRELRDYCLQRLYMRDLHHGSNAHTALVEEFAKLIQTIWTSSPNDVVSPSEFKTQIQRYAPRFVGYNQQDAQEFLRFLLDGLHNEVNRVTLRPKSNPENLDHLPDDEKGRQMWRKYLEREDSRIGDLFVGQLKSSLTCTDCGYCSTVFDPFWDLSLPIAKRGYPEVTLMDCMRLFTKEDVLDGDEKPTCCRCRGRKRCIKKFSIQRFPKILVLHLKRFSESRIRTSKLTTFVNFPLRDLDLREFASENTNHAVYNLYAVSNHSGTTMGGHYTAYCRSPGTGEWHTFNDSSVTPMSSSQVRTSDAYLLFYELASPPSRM
#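 Cell-free coupled assay: 10nM USP2 core preincubated 30min RT with compound in Tris-HCl pH 8.0/CaCl2/CHAPS buffer, then 25nM Ub-CHOP2 and 25nM reporter substrate; fluorescence (Ex 485/Em 531) read after 60min RT, normalized to NEM inhibition, concentration-response curves fitted.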
# TSHR antag = Antagonists of the Thyroid Stimulating Hormone Receptor: HTS campaign; TSHR-expressing cells, TSH-stimulated cAMP HTRF, 2 h; stronger effect = lower value; activity change, negative = inhibition, % at 11.5 µM; 330,000 compounds, 0.2% hits; AID 504810, 2011;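 active means activity change below a set negative limit, meaning inhibition stronger than a set level, cut at about -70% in these data; inconclusive means activity change between two set negative limits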; further: on the % scale 0 is the no-effect control and ±100 the full control effect
#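 Antagonism was scored as loss of TSH-driven cAMP in TSHR cells, stimulated with 4nM TSH (EC80) for 2 hours at 37 deg C and detected by homogeneous HTRF competition immunoassay.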
# ELG1 DNA repair = qHTS screen for small molecules that inhibit ELG1-dependent DNA repair in human embryonic kidney (HEK293T) cells expressing luciferase-tagged ELG1; HEK293T ELG1-luciferase reporter, luminescence, 16 h; DNA damage induced by 5-fluorouridine; Potency, µM (highest dose often 46.1 µM), without a hit: top-dose activity change, negative = inhibition, usual class: inhibitors; 330,000 compounds, 2.3% hits; AID 504467, 2011; further: potency means the concentration at half of the fitted maximal effect; on the % scale 0 is the no-effect control and ±100 the full control effect; nearly all actives have a fitted effect of over 55% in size
#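 5-Fluorouridine DNA damage + compound/DMSO, 2,000 cells/well, 16 h, 37 °C/5% CO2. ONE-Glo, 30 min RT, luminescence. Readout = decrease in reporter signal.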
# Starred values were filed as active, the others as inactive; u = inconclusive; x = not tested or not shown; & = joins results of further samples; ! = repeats disagree; [ ] = dose if it differs, or a comment. Unless noted, the call rests on the fitted dose curve; in most records, active means well fitted curve in the direction sought with a large enough effect; inconclusive means small, poorly fitted or top-dose-only effect, or another doubt; inactive means no such curve, though single readings can be large; an effect the other way counts as inactive or inconclusive. Outcome played no part in choosing rows; overall some 3% were active at least once.
SMILES,B2AR arrestin,Chronic BCR inh,uPA generation,PTAP TSG101 blk,Mito fusion yeast,Tb PFK block,Eya2 inh,TCR act,USP2a inh,TSHR antag,ELG1 DNA repair
COc1ccccc1CNC(=O)c1ccccc1SCC(=O)NCc1ccco1,-1.2%,u,10%,-2%,-3%,-3%,14%,4%,2%,0,-9%
CCOC(=O)C1CCN(C(=O)c2ccc3c(c2)OCCO3)CC1,-0.1%,1%,-10%,-4%,x,-1%,11%,x,4%,x,u
Cc1ccccc1C(=O)c1cccn1CC(=O)NCCCc1ccccc1,0.0%,-13%,-5%,-6%,11%,0%,-11%,-5%,-3%,10,-6%
CCN1CCN(S(=O)(=O)c2c(C)[nH]c(C)c2C(=O)N2CCCCC2)CC1,-0.6%,-2%,2%,-4%,4%,-3%,5%,5%,3%,10,17%
COc1cc(/C=C2\SC(=S)N(NC(=O)c3ccc(O)c(OC)c3)C2=O)ccc1O,0.9%,5%,1%,6%,11%,-20%,1%,4%,2%,-13,u
CC(C)Nc1cc(N2CCCC2)ccc1[N+](=O)[O-],-0.5%,5%,8%,-6%,5%,-3%,0%,1%,-1%,-18,13%
Cc1ccc(S(=O)(=O)n2ccc(OC(=O)c3cccs3)n2)cc1,-0.7%,u,-24%,-10%,-5%,0%,4%,4%,1%,13,-10%
CCc1cccc2c1NC(=O)C21N2CCCC2C(C(=O)c2ccc3ccccc3c2)C12C(=O)Nc1ccccc12 (configuration not stated),-0.9%,4%,-2%,-5%,-1%,3%,9%,-10%[46.1 µM],5%,-13,-7%
Cc1ccc(-c2nnc(Oc3cccc(C)c3)c3ccccc23)cc1,-0.6%,-6%,5%,-1%,4%,-3%,4%,1%[46.1 µM],5%,-13,u
O=C(NCCN1Cc2ccccc2C1=O)c1cccs1,-0.1%,u,4%,-4%,-2%,-5%,1%,14%,2%,-1,u
COc1ccc(CNC(=O)c2[nH]c(C)c(C(C)=O)c2C)cc1,-0.7%,u,-3%,-1%,3%,-1%,1%,0%,-2%,1,-16%
Cc1nnc(N(C)C(=O)c2cnccn2)s1,-0.8%,-18%,-3%,-1%,3%,-7%,-3%,0%,-1%,-3,2%
O=C(O)c1ccccc1Nc1cccc(OCc2ccc3ccccc3n2)c1,0.0%,u,-24%,-1%,15µM*!,-3%,18%&-5%,12%,-9%,-26&-12,29%
CCOC(=O)c1sc(NC(=O)c2ccc(C)o2)nc1C,-0.1%,u,u,-11%,0%,2%,10%[15.4 µM],-1%,-1%,-12,u
COc1ccc(C(=O)N/C(=C\c2cn(C)c3ccccc23)C(=O)OCCN(C)C)cc1,0.9%,-3%,-6%,5%,0%,1%,8%,0%,2%,-5,-2%
CCOC(=O)c1c(C)[nH]c(C)c1C(=O)COC(=O)c1cccnc1SC,0.3%,3%,-12%,5%,5%,-1%,-15%,-2%,0%,-3,-19%
CC1CCC(NC(=O)COC(=O)c2ccc3ncsc3c2)CC1 (configuration not stated),0.1%,u,14%,0%,4%,-6%,-7%,-7%,-1%,5,u
COc1cccc(NC(=O)Cn2cc(C=O)c3ccccc32)c1,-0.2%,3%,-1%,-3%,1%,-2%,2%,x,1%,-5,u
CC1CCc2sc(C(=O)N(C)CC(=O)Nc3ccc(N4CCOCC4)cc3)cc2C1 (configuration not stated),3.5%,1%,10%,-3%,2%,2%,0%,8%,-1%,0,-1%
O=C1CCc2cc(S(=O)(=O)N3CCC(C(=O)NCc4ccccn4)CC3)ccc2N1,1.1%,-1%,x,x,-2%,8%,-1%,-1%[46.1 µM],4%,-8,8%
COc1cccc(C2C(C#N)=C(N)Oc3cc(C)n(Cc4ccco4)c(=O)c32)c1 (configuration not stated),-0.2%,-5%,5%,-3%,-2%,0%,14%,0%,5%,1,0%
CC(C)CNC(=O)NC1C(NC(=O)NCC(C)C)N(C)C(=O)N1C (configuration not stated),-0.5%,-1%,7%,-3%,0%,-4%,7%,1%,0%,13,7%
C[n+]1cccc(CNC(=O)/C=N/O)c1,0.1%,10%,-4%,0%,-4%,6%,6%,0%,3%,25,0%
O=C(Cc1ccccc1)NCC1OCCc2ccccc21 (configuration not stated),0.1%,7%,x,-4%,-5%,1%,-13%,-7%,3%,-7,-3%
O=C(N/N=C/c1cccc(O)c1)NC1CCCCC1,0.0%,-14%,2%,-2%,1%,2%,u,-25%,0%,-3,u
COc1ccc(-n2c(SCC(=O)O)nc3sc4c(c3c2=O)CCC4)cc1,-0.1%,3%,1%,-3%,6%,-8%,1%,-3%,1%,-4,-7%
N/C(CCS(=O)(=O)c1ccc(Cl)cc1)=N\OC(=O)c1ccccc1Cl,-0.5%,u,-4%,-3%,-10%,1%,2%,-4%,0%,6,16%
Nc1nc(=S)c2ncn(C3OC(CO)C(O)C3O)c2[nH]1 (configuration not stated),-0.9%,u,5%,-9%,5%,u,14%,3%,5%,-3,-11%
CN1CCCN(Cc2nc(-c3cccc(C(F)(F)F)c3)no2)CC1,0.2%,5%,-8%,-5%,-3%,0%,-5%,-8%,1%,-4,u
COC(=O)C1C2C=CC(C3CC23)C1C(=O)OCC(=O)c1ccc(OC)cc1 (configuration not stated),-0.5%,3%,0%,-4%,-1%,1%,10%,2%,7%,15,3%
C=CC[C@H](CC(=O)N(CCO)Cc1ccccc1)C(=O)N[C@@H](C)COC(=O)[C@H](CC=C)CC(=O)OC(C)(C)C,0.1%,0%,-2%,x,x,-4%,-4%,-5%,4%,-4,23µM*
O=C(CNS(=O)(=O)c1cccs1)N1CCN(c2ccccn2)CC1,-0.4%,-2%,-2%,-2%,-5%,2%,-5%,26%,1%,-4,0%
Cc1cc2c(c(=O)n1C1CC1)C(c1cccc(Cl)c1)C(C#N)=C(N)O2 (configuration not stated),0.0%,-1%,4%,-3%,-7%,-2%,3%,-3%,3%,-8,-15%
Cc1ccc(Cn2nnc3c(=O)[nH]c(C4CCN(S(=O)(=O)/C=C/c5ccccc5)CC4)nc32)cc1,-0.6%,u,4%,-1%,6%,7%,-10%,1%,-11%,-8,u
COc1cccc(OC)c1OCC(C)CNCC1CCCO1 (configuration not stated),0.0%,11%,0%,-6%,1%,-7%,-32%,2%,-1%,13,3%
CN(C)CCSc1nc(N)c2c3c(sc2n1)CN(C)CC3,-0.3%,-2%,-1%,-4%,7%,1%,-1%,5%,1%,-1,0%
COC(=O)c1[nH]c2ccc(F)cc2c1NC(=O)Nc1ccc(OC)cc1,0.1%,2%,4%,1%,1%,-1%,13%,1%,1%,3,-4%
CNC(=O)CSc1nnc(-c2cnccn2)n1C,-0.3%,-11%,1%,0%,3%,-1%,-7%,7%,3%,0,-1%
CN1CCN(S(=O)(=O)c2ccc(N3CCc4ccccc4C3)nc2)CC1,0.0%,2%,-1%,-1%,10%,2%,2%,2%,1%,28,-9%
CO/N=C/c1ccc(N2CCOCC2)c([N+](=O)[O-])c1,-0.3%,3%,-1%,-9%,-5%,-2%,-3%,-1%,0%,5,u
Nc1cnn(C2CCCO2)c(=O)n1 (configuration not stated),-0.1%,2%,11%,2%,2%,-1%,14%,10%,1%,11,10%
O=C1C[C@@H]2CCN3C(=O)CCC[C@@H]([C@H]23)[C@@H]1Cc1ccccc1,-0.3%,0%,16%,0%,x,1%,-4%,-9%[46.1 µM],1%,-9,9%

# From PubChem BioAssay
